# Bioassay records (PubChem BioAssay)
# Tb PYK inh: T. brucei pyruvate kinase inhibition | TbPYK enzyme, Kinase-Glo Plus ATP luminescence, 45 min | 410,000 tested, 0.12% active | Potency, µM (titrated, usually from 76.8 µM), for the others: at the highest dose activity, negative = inhibition, hits mostly inhibitors | Q57TT1 | AID 624173; note: nearly all actives have a fitted effect of over 50% in size
#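 Activity of T. brucei pyruvate kinase was followed by Kinase-Glo Plus luminescence after the enzyme reacted 45 min at room temperature with 130 uM ADP (final) and substrate. Test compounds were added before ADP at multiple concentrations.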
# Sm TGR inh: S. mansoni TGR enzyme inhibition; Q962Y6; purified TGR, DTNB reduction, TNB absorbance 405 nm; Potency, µM (doses to about 114 µM), for inactives: at the highest dose activity change, negative = inhibition, most hits filed as inhibitors; 360,000 tested, 3% active; AID 485364; note: nearly all actives have a fitted effect of over 60% in size
#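 TGR 20 nM + NADPH 100 uM (dispensed conc.), cpd preinc 15 min RT; start with NADPH (500 uM addition) then DTNB (15 mM addition). Kinetic TNB absorbance, 405 nm filter. Four-parameter Hill fit across titration.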
# Starred values were filed as active, the others as inactive; ? = inconclusive; [ ] = another dose, or the depositor's remark. Calls come from the whole dose curve; as a rule, active = well fitted curve in the direction sought with a large enough effect; inconclusive = small, poorly fitted or top-dose-only effect, or another doubt; inactive = no such curve, though single readings can be large; an effect the other way counts as inactive or inconclusive. % is set by controls: 0 for no effect and ±100 for the full control effect; potency is the fitted concentration of half-maximal effect.
SMILES,Tb PYK inh,Sm TGR inh
CCOc1ccc(CCNC(=O)C2CCC(CNS(=O)(=O)c3ccc(Cl)cc3)CC2)cc1OCC (stereo unspecified),1%,-7%
Cc1ccc(C)c(S(=O)(=O)c2cn(C)c3cc(N4CCCCC4C)c(F)cc3c2=O)c1 (stereo unspecified),1%,-1%
CCOc1cc(CNC(=O)CN2CCSc3ccccc32)cc(OCC)c1OCC,1%,-2%
CCc1ccc(C(=O)CSc2nc(-c3ccccc3)nc3c2CCCC3)cc1,6%,1%
Cc1cc2oc(=O)cc(C)c2c2occ(-c3ccc(Cl)cc3)c12,-7%,2%
Cc1nn(C(=O)c2cccc([N+](=O)[O-])c2C)c(C)c1S(=O)(=O)N1CCCCCC1,5%,3%
Cn1c(CNC(=O)CSc2n[nH]c(-c3ccccc3Cl)n2)nc2ccccc21,-7%,2%
Cc1cccc(N2C(=O)C(CC(=O)Nc3ccc(F)cc3)N(C3CCCC3)C2=O)c1 (stereo unspecified),-15%,-3%
COc1ccc2c(CNCc3ccco3)c(C(=O)O)n(Cc3cccc(F)c3)c2c1,-12%,-1%
Cc1ccc2c(c1)c(=O)c1ccccc1n2CCCC(=O)Nc1c(F)cccc1F,-4%,4%
O=C(CSc1nccn1Cc1ccc(F)cc1)Nc1ccc2c(c1)OCO2,3%,0%
CCc1ccccc1NC(=O)CSc1nc2c(oc3ccccc32)c(=O)n1-c1ccccc1,-10%,5%
COc1ccc(C2C(=O)N(C3CCC(C)CC3)CC(=O)N2C2CCCCC2)cc1OC (stereo unspecified),-2%,12%
Cc1cccc(OCc2nc(C#N)c(NCc3ccccc3Cl)o2)c1,-2%,3%
COc1ccc(CNC(=O)CSc2nc3ccsc3c(=O)n2Cc2ccccc2Cl)cc1,-2%,-5%
Cc1ccc2c(=O)c(C(=O)c3cccc(Cl)c3)cn(CC(=O)NC3CCCCC3)c2n1,-3%,-2%
Cc1cc(NC(=O)CN2CCC(O)CC2)nc2c1c(=O)oc1ccccc12,3%,4%
CCN1CCN(CCCNC(=O)c2ccc3c(c2)sc2nc(-c4ccc(C)cc4)cn23)CC1,-13%,-7%
O=C(NCCc1ccc(Cl)cc1)c1cnc2sc(N3CCOCC3)nn2c1=O,-5%,14%
CN(C(=O)CSc1cn(CC(=O)N2CCCC2)c2ccccc12)c1ccccc1,2%,5%
COc1ccc(CN2CCN(c3ncnc4sc5c(c34)CC(C)CC5)CC2)cc1F (stereo unspecified),4%,4%
CCOc1ccc(CCNC(=O)C2COc3ccccc3C2)cc1OCC (stereo unspecified),-3%,8%
O=C(NC1CCN(Cc2ccccc2)CC1)c1ccc(Cn2c(=O)c3ccccc3n(Cc3ccccc3)c2=O)cc1,-9%,-6%
COc1ccc(-c2cc(C(=O)Oc3ccc(Br)cc3)c3ccccc3n2)cc1,1%,9%
CC(C)Cn1c(=O)c2ccccc2n2c(CCC(=O)Nc3ccc(F)c(F)c3)nnc12,0%,2%
CCOC(=O)C1CCN(C(=O)c2ccc(C)c(NC(=O)c3nsc4ccccc34)c2)CC1,3%,5%
COc1ccc(CCNC(=O)Cn2c(=O)nc(-c3ccccc3)c3ccccc32)cc1OC,1%,-14%
COc1ccc(-c2nnc(SC(C)C(=O)O)o2)cc1 (stereo unspecified),-2%,3%
COc1ccc(CCNC(=O)CSc2nc3ccccc3nc2Cc2ccc(C)cc2)cc1OC,4%,0%
COc1ccc(Nc2cc(C)nc(-n3nc(C)cc3C)n2)cc1Cl,6%,3%

# 4 records drawn at random from those above, as already listed:
SMILES,Tb PYK inh,Sm TGR inh
COc1ccc(Nc2cc(C)nc(-n3nc(C)cc3C)n2)cc1Cl,6%,3%
COc1ccc(CCNC(=O)CSc2nc3ccccc3nc2Cc2ccc(C)cc2)cc1OC,4%,0%
CCOC(=O)C1CCN(C(=O)c2ccc(C)c(NC(=O)c3nsc4ccccc34)c2)CC1,3%,5%
COc1ccc(CN2CCN(c3ncnc4sc5c(c34)CC(C)CC5)CC2)cc1F (stereo unspecified),4%,4%

# (more compounds)
SMILES,Tb PYK inh,Sm TGR inh
Cc1cccc(Cn2c(=O)n(CCc3ccccc3)c(=O)c3sc4ccccc4c32)c1,0%,-9%
COc1cccc(C(=O)NCC(c2ccc3c(c2)OCO3)N2CCN(C)CC2)c1 (stereo unspecified),6%,8%
CCCc1cc(=O)[nH]c(SCc2nc(-c3ccc(OCC)cc3)no2)n1,-5%,-2%
Cc1ccc(C(=O)COC(=O)C(CC(C)C)NC(=O)C2CCC(C)CC2)cc1 (stereo unspecified),1%,-2%
COc1ccc(-c2noc(Cn3c(=O)c4ccccc4n(CC(=O)Nc4cccc(C(F)(F)F)c4)c3=O)n2)cc1,5%,9%
N#Cc1ccccc1Cn1nnc2c(=O)[nH]c(C3CCCN(S(=O)(=O)c4ccc(F)cc4)C3)nc21 (stereo unspecified),5%,2%
CCC(C)NC(=O)c1cn(CC)c2ccc(S(=O)(=O)N3CCc4ccccc4C3)cc2c1=O (stereo unspecified),6%,4%
COc1ccc(NS(=O)(=O)c2ccc3c(c2)NC(=O)CCS3)c(OC)c1,7%,-2%
O=C(Cc1ccc(Cl)cc1)Nc1ccc2oc(-c3ccccc3)nc2c1,2%,4%
CC(=O)N1CCc2cc(CNS(=O)(=O)c3cccs3)ccc21,3%,1%
CC(=O)Nc1cccc(-c2nc(-c3ccccc3)no2)c1,9%,7%
COc1ccc(NC(=O)C(=O)NCCc2sc(-c3ccc(Cl)cc3)nc2C)cc1,-8%,15%
CCc1ccc(NC(=O)CC2C(=O)N(c3cccc(C)c3)C(=O)N2Cc2ccco2)cc1 (stereo unspecified),3%,45µM*
Cc1ccc(OCC(=O)Nc2ccc3c(c2)sc(=O)n3C)cc1,2%,0%
CCOC(=O)c1ccc(NC(=O)CN2C(=O)C(C)(C)c3ccccc32)cc1,2%,0%
CCc1nn(CC(=O)NCCc2ccc(OC)cc2OC)c(=O)c2cc3c(OC)cccc3n12,2%,-9%
COc1ccc(Cl)cc1NC(=O)CSc1cn(CC(=O)N2CCCCCC2)c2ccccc12,-5%,1%
CCn1cc2c(n1)-c1c(oc(C(=O)Nc3cccc(C)c3C)c1C)CC2,-3%,2%
COc1ccc(-n2nc(C(=O)N3CCCC(C)C3)c3c4ccccc4n(C)c3c2=O)cc1 (stereo unspecified),-1%,2%
COC(=O)c1cc2oc3ccccc3c2n1Cc1cccc(C)c1,-4%,14%

# Reprinted from the part before: 7 entries, followed by the next part.
SMILES,Tb PYK inh,Sm TGR inh
Cc1ccc(OCC(=O)Nc2ccc3c(c2)sc(=O)n3C)cc1,2%,0%
CCOC(=O)c1ccc(NC(=O)CN2C(=O)C(C)(C)c3ccccc32)cc1,2%,0%
CCc1nn(CC(=O)NCCc2ccc(OC)cc2OC)c(=O)c2cc3c(OC)cccc3n12,2%,-9%
COc1ccc(Cl)cc1NC(=O)CSc1cn(CC(=O)N2CCCCCC2)c2ccccc12,-5%,1%
CCn1cc2c(n1)-c1c(oc(C(=O)Nc3cccc(C)c3C)c1C)CC2,-3%,2%
COc1ccc(-n2nc(C(=O)N3CCCC(C)C3)c3c4ccccc4n(C)c3c2=O)cc1 (stereo unspecified),-1%,2%
COC(=O)c1cc2oc3ccccc3c2n1Cc1cccc(C)c1,-4%,14%
CCOC(=O)C1(C)C=C(Nc2ccc(C(N)=O)cc2)C(=O)N1c1ccccc1 (stereo unspecified),-6%,2%
CSc1cccc(-n2nnc(-c3nsc(NC(=O)c4cccs4)n3)c2C)c1,-1%,2%
COc1ccc(NC(=O)Cn2c(=O)n(Cc3ccco3)c(=O)c3sc4ccccc4c32)cc1Cl,-5%,-11%
Cc1ccc(/C=C(\C#N)C(=O)Nc2cc(C)ccc2C)cc1,1%,9%
CCCc1nnc(NC(=O)Nc2ccccc2Cl)s1,-13%,-4%
CCC(=O)Nc1nnc(S(=O)(=O)N(C)Cc2ccccc2)s1,0%,1%
O=C(c1ccccc1)N1c2ncnn2C2(CCCCC2)[C@@H]2CCCC[C@@H]21,-2%,3%
CCCN(C(=O)COc1cc(=O)n(CC)c2ccccc12)c1ccc(C(C)C)cc1,1%,-12%
COc1ccc(F)cc1S(=O)(=O)NCC(c1ccco1)S(=O)(=O)c1cccs1 (stereo unspecified),-5%,0.1µM*
Cc1cccc(OCC(=O)Nc2ccccc2C(=O)OCc2cc(=O)n3ccsc3n2)c1,1%,-4%
COc1cc(NC(=O)CCc2c(C)nc3c(c(C)nn3-c3ccccc3)c2C)cc(OC)c1OC,2%,0%
CC(C)c1ccc(NC(=O)CN2C(=O)CCc3cc(S(=O)(=O)N4CCOCC4)ccc32)cc1,-8%,1%
CCCc1cc(=O)[nH]c(Nc2cc(C)ccc2OC)n1,0%,2%
CC(C)NC(=O)c1ccc(Cn2c(SCC(N)=O)nc3ccccc3c2=O)cc1,-2%,3%
CCCN1C(C(=O)c2ccccc2)=C(OC(=O)c2ccc(F)cc2)c2ccccc2S1(=O)=O,3%,-1%
Cc1ccc(CNC(=O)c2cnn(-c3ccc(F)cc3F)c2C2CCN(C(=O)OC(C)(C)C)CC2)cc1,-13%[15.4 µM],0%
CN(C)S(=O)(=O)c1ccc(C(=O)NCCSc2c(-c3ccc(Cl)cc3)[nH]c3ccccc23)cc1,4%,4%
COc1cc(NC(=O)Cn2c(=O)n(Cc3ccccc3)c(=O)c3oc4ccccc4c32)cc(OC)c1,-5%,3%
Cc1cc(NC(=O)CCNS(=O)(=O)c2cccc3nsnc23)ccc1Br,-12%,-10%
CC(C)Cn1c(=O)c2sccc2n2c(CCCC(=O)Nc3ccc(Cl)cc3)nnc12,-1%,1%
O=C(Cn1c(=O)n(Cc2ccc3c(c2)OCO3)c(=O)c2oc3ccccc3c21)Nc1ccc(F)cc1,1%,6%
O=C(COc1ccccc1[N+](=O)[O-])Nc1cccc(-c2nc3ccccc3s2)c1,-7%,1%
Cc1cc(C)cc(OCCn2c(CCNC(=O)C3CCCCC3)nc3ccccc32)c1,-2%,-4%
Cc1ccc(C)n1-c1c(C(=O)NCCC(C)C)sc2ncccc12,4%,-3%
O=S(=O)(Nc1ccc(F)cc1F)c1ccc(-n2cccn2)cc1,-1%,0%
O=C(Cn1c(-c2cccs2)cc2cc(Cl)ccc21)NCc1ccccc1,-13%,2%
COc1cccc(-n2c(=O)c3sc4ccccc4c3n(CC(=O)Nc3cccc(Cl)c3)c2=O)c1,0%,5%
CCC(C)NC(=O)c1ccc2c(c1)sc1nc(-c3ccc(OC)cc3)cn12 (stereo unspecified),-11%,-3%
Cc1cc(N2CCN(c3cccc(C)c3C)CC2)n2cnnc2n1,0%,-10%
Cc1ccc(CNC(=O)c2nc(-c3ccc(Cl)cc3)n3c2CCCCC3)cc1,-1%,0%
COc1cccc(N2CC(NC(=O)CCCc3ccccc3)CC2=O)c1 (stereo unspecified),-2%,27%
CC(C)c1nn2c(=O)cc(COC(=O)c3ccc(NC(=O)CCc4ccccc4)cc3)nc2s1,0%,2%
COc1ccc(CNC(=O)CSc2ncc3c(n2)-c2ccc(Cl)cc2N(Cc2ccccc2)S3(=O)=O)cc1,-11%,-35%
O=c1c(-c2cc(-c3ccccc3)nc3c2COc2ccc(Cl)cc2-3)coc2ccc(F)cc12,-7%,-2%
Cc1ccc(CSc2nncn3c2cc2sccc23)cc1,-1%,0%
COc1cc(OC)c(NC(=O)Cn2ncn3c(cc4cc(C)ccc43)c2=O)cc1Cl,1%,5%
COc1ccc(CNC(=O)CCS(=O)(=O)c2cc(Br)cc3c2N(C(C)=O)C(C)C3)cc1 (stereo unspecified),-5%,-2%
O=C(Cn1cc(C(=O)C2CCCCC2)c2ccccc21)Nc1ccccc1Cl,0%,0%
Cc1sc(C2C(C#N)=C(N)N(c3ccc(Cl)cc3)C3=C2C(=O)CCC3)cc1CN1CCOCC1 (stereo unspecified),0%,-13%
CC(=O)N1CCc2c(sc3c2c(=O)n(-c2cc(Cl)ccc2C)c(=O)n3Cc2ccccc2F)C1,-6%,4%
CC(C)N(Cc1nc(-c2ccc(Cl)cc2)no1)C(=O)c1ccco1,-7%,9%
COc1ccc(-c2nc3scc(CCNS(=O)(=O)c4cccc(C(C)=O)c4)n3n2)cc1,0%,-18%
Cc1ccc(NC(=O)CSc2nnc3[nH]c(=O)cc(-c4ccccc4)n23)cc1Cl,-2%,6%
CCC(Sc1nnc2c(n1)[nH]c1ccccc12)C(=O)Nc1ccccc1OC (stereo unspecified),-24%,-2%
COc1ccc(Cn2c(=O)c3oc4ccccc4c3n(Cc3ccc(Cl)cc3)c2=O)cc1,0%,3%
Cc1ccc(-n2c(=O)[nH]c3sc4c(c3c2=O)CCCC4)cc1,-8%,-3%
CC1CCc2c(sc3nnn(Cc4ccccc4)c(=O)c23)C1 (stereo unspecified),-9%,0%
O=C(CSc1c2c(nc3cc(Cl)ccc13)CCCC2)N1CCN(c2ccccc2)CC1,0%,2%
Cc1cc(NC(=O)CCS(=O)(=O)c2cc(Br)cc3c2N(C(=O)C2CC2)CC3)ccc1Br,1%,-2%
COc1ccc(CCNC(=O)CS(=O)Cc2nc(-c3ccc(C)cc3)oc2C)c(OC)c1 (stereo unspecified),-3%,?

# Some of the compounds tested. The share of hits here may be higher or lower than overall.
